# HIF-2a inh – blocks HIF-2a reporter activity; 786-0 RCC cells HIF-2a reporter, luciferase luminescence, overnight; inhibition, % at 18.8 µM; actives 0.72% (n = 360,000);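 active = inhibition of the luminescence signal of 40% or more relative to plate controls, in a single-dose primary screen at 18.75 µM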
# Peg3 prom inh – reduces Peg3 promoter-driven luciferase expression in HeLa. inhibition, % at 20 µM. actives 1.7% (n = 360,000). AID 588405. HeLa PEG-Prom luciferase reporter, luminescence, overnight;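 active = inhibition of at least 50% at 20 µM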
# TWEAK-Fn14 inh – blocks TWEAK-Fn14 interaction in a reporter cell assay | actives 2% (n = 360,000) | AID 1159606 | inhibition, % at 10 µM | TWEAK-stimulated Fn14 reporter cells, luciferase luminescence, 8 h; in the data active = inhibition above about 50%
# Shn3 inh set2 – reduces Shn3 3'UTR luciferase signal in osteoblasts | AID 588674 | inhibition, % at 12.5 µM | actives 0.52% (n = 360,000) | Clone20 osteoblast Shn3 3'UTR firefly luciferase, 24 h;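 active = mean inhibition of at least 75% with every replicate also reaching 75%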;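 note: 0% = median of neutral control wells and 100% = pilot-screen positive control compound; some compounds past the cut are filed as inactive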
# C8 TRAIL sens – sensitizes caspase-8 expressing cells to TRAIL; NB7+C8 cells + TRAIL, ATPlite viability luminescence; inhibition (viability loss, TRAIL sensitization), % at 10 µM; actives 1% (n = 360,000);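 active = compounds causing at least 50% loss of cell viability in the single-dose screen, relative to plate controls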
# TROY NFkB inh – TROY signaling inhibition; AID 1347056; inhibition, % at 10 µM; Q293 LMP1-TROYcd NF-kB luciferase reporter, 4 h; actives 0.98% (n = 360,000);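 active = compounds whose plate-normalised and pattern-corrected inhibition of the luciferase reporter signal at the single screening dose is 50% or more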
# NR2E3 ag-1 – activates human NR2E3 receptor. CHO-S Gal4-NCOR/VP16-NR2E3 two-hybrid, luciferase. AID 602229. Q9Y5X4. actives 0.35% (n = 360,000). inhibition of corepressor binding, % at 3.98 µM;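 active = inhibition above the mean of all tested compounds plus 3 SD, cut at about 70% in these data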;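 note: 0% = DMSO with NR2E3 transfected cells and 100% = cells lacking NR2E3 construct; higher means lower luciferase signal from less NR2E3 corepressor binding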
# Target sequence (Q9Y5X4 whole entry, looked up, the tested form may be a part): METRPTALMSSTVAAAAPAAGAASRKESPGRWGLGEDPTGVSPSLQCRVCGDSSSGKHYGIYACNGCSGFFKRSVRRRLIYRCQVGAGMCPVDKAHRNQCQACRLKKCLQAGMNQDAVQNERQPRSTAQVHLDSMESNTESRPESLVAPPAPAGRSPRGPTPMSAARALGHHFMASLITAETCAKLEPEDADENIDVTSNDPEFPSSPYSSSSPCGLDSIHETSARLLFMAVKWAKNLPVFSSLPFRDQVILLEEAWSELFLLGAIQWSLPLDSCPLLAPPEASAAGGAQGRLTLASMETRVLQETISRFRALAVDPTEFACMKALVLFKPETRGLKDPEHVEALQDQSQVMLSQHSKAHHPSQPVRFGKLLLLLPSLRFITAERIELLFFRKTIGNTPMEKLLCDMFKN
# KKLEB cytotox – CF airway cell cytotoxicity counter-screen | KKLEB CF airway cells viability, ATPlite luminescence, overnight; stronger effect = lower value; cells stimulated with P. aeruginosa culture filtrate | activity change (cytotoxicity), % at 5 µM | actives 0.36% (n = 360,000) | AID 602141;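 active = corrected activity change at or below -50% at 5 µM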
# CF NFkB block – cystic fibrosis NF-kB activation inhibition; KKLEB NF-kB-GFP reporter, PAF-induced, GFP fluorescence overnight; inhibition, % at 5 µM; actives 0.86% (n = 360,000);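 active = at least 50% inhibition at 5 µM, scaled per plate between neutral and stimulator controls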;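 note: PAF is a Pseudomonas aeruginosa culture filtrate used as stimulus; plate controls were PAF-stimulated DMSO wells for no effect and unstimulated DMSO wells for full effect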
# TRPM1 prom inh – MITF TRPM1 promoter inhibition in SK-MEL-5 cells | SK-MEL-5 TRPM1 promoter luciferase, 24 h | inhibition, % at 12.5 µM | actives 0.83% (n = 330,000) | AID 488899;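 active = mean inhibition across replicates of 60% or more, whatever share of single replicates reaches that level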; note: values of inactives mirror those of a sister screen read the other way
# NR2E3 ag-2 – activates human photoreceptor nuclear receptor NR2E3; GST-NR2E3/biotin-RetCOR TR-FRET, 1536-well; inhibition of corepressor binding, % at 4.78 µM; actives 0.12% (n = 320,000); AID 2300;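 active = percent inhibition above the cutoff of mean plus 3 SD of all tested compounds, set per screening campaign, cut at about 20% in these data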;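 note: 0% = DMSO wells and 100% = biotin wells as full block of FRET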
#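 Material – GST-tagged NR2E3 plus biotinylated RetCOR corepressor · Quantity – NR2E3 fusion 1.35 nM · Times – 5 h incubation at 4 °C · Medium – pH 7.5 Tris-based buffer · Technique – TR-FRET, Eu(K)-anti-GST donor, streptavidin-D2 acceptor, ex 340, em 617/671 nm · Benchmarks – high control biotin, low control 0.6% DMSO · Format – 1536-well plates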
# * marks the source's active call; other numbers are inactive results; · = no result given. Only part of the results is shown (hit frequency here may not be typical).
SMILES,HIF-2a inh,Peg3 prom inh,TWEAK-Fn14 inh,Shn3 inh set2,C8 TRAIL sens,TROY NFkB inh,NR2E3 ag-1,KKLEB cytotox,CF NFkB block,TRPM1 prom inh,NR2E3 ag-2
COc1cc(C(=O)Nc2ccc(NC(=O)C(C)C)nc2)cc(OC)c1OC,14.0,1.8,-6.2,-4.3,-13.3,0.6,-13.5,2.7,-4.4,7.9,-1.1
CCc1cc2cc(C)cc(C)c2nc1SCC(=O)N1CCN(C(=O)c2ccco2)CC1,16.1,27.9,9.8,13.2,5.4,-1.0,6.7,2.5,16.1,11.8,5.5
C(=N\n1cnnc1)/c1cccc(Oc2ccccc2)c1,-16.9,-18.2,-4.3,-3.8,-2.2,-18.1,-23.1,3.4,-16.1,-10.2,-1.2
Cc1ccc(CN2CC(C(=O)Nc3ccncc3)CC2=O)cc1 (stereo not given),-7.1,20.5,4.9,-0.7,-11.4,-7.8,-25.9,-12.2,3.2,-7.3,0.3
FC(F)(F)c1cnc2c(c1)Nc1ccccc1S2,-87.4,-55.0,0.1,-43.4,-0.1,-13.7,-18.0,3.2,22.3,-9.3,1.4
O=C(CCN1CCc2ccccc2C1)Nc1cccc(F)c1,-11.7,-12.2,1.0,-4.5,5.1,-3.0,-7.7,3.4,-9.5,-14.2,-1.4
CCOC(=O)Cn1c(SC)nc2sc3c(c2c1=O)CC(C)(C)OC3,7.4,4.7,-4.8,3.7,-6.1,-28.4,-18.8,5.9,-15.2,7.6,5.2
Cc1ccc(CN2CCCN(Cc3ccc(F)cc3Cl)S2(=O)=O)cc1,10.6,30.5,-16.7,-16.5,-16.6,-2.5,1.1,-3.1,13.8,-5.2,4.7
COc1ccc(/C=C/C(=O)Oc2cccc(/C=N/NC(=O)c3cccc(F)c3)c2)cc1,-21.8,-297.1,-0.4,-23.7,17.0,-67.1,-85.4,0.2,3.9,-32.7,1.2
O=C(CN1CCN(Cc2ccccc2Cl)CC1)N/N=C/C=C/c1ccco1,16.1,1.6,-7.7,25.1,-7.8,-3.6,-14.2,-3.6,-12.3,·,-1.8
CCCCn1c(N)c(N(CC(C)C)C(=O)c2c(-c3ccccc3)noc2C)c(=O)[nH]c1=O,9.9,13.1,6.8,1.2,11.4,-11.0,-29.1,7.4,14.1,-0.2,1.9
CC1CC(C)CN(C(=O)CN2C(=O)NC(C)(C)C2=O)C1 (stereo not given),11.0,7.5,-16.4,18.3,-2.9,-3.9,7.5,10.7,-7.1,4.9,1.9
CCC/C(=N\NC(=O)C1CC1)c1ccc(Br)cc1,17.6,8.9,-0.2,6.6,-7.4,-5.5,-25.5,-7.5,-1.1,4.8,-4.5
CC/C(CC(=O)C(F)(F)F)=N\NC(=O)/C(C#N)=C/N(C)C,10.9,15.2,-4.8,-11.2,1.8,1.0,-23.0,-6.2,9.5,-12.0,-4.3
O=C(COC(=O)C1=COCCO1)Nc1ncc(C(F)(F)F)cc1Cl,-8.3,1.4,-11.5,·,-5.0,8.5,-2.7,3.0,1.7,-3.6,1.9

# Continued; the last two above are carried over.
SMILES,HIF-2a inh,Peg3 prom inh,TWEAK-Fn14 inh,Shn3 inh set2,C8 TRAIL sens,TROY NFkB inh,NR2E3 ag-1,KKLEB cytotox,CF NFkB block,TRPM1 prom inh,NR2E3 ag-2
CC/C(CC(=O)C(F)(F)F)=N\NC(=O)/C(C#N)=C/N(C)C,10.9,15.2,-4.8,-11.2,1.8,1.0,-23.0,-6.2,9.5,-12.0,-4.3
O=C(COC(=O)C1=COCCO1)Nc1ncc(C(F)(F)F)cc1Cl,-8.3,1.4,-11.5,·,-5.0,8.5,-2.7,3.0,1.7,-3.6,1.9
O=C1NC(=O)C2(CCCc3ccccc32)N1 (stereo not given),2.8,-0.5,-7.5,-3.1,-11.9,3.7,-3.1,-4.6,-12.2,-2.7,-2.4
C/C(=N\NC(=O)c1nn(C)c(C)c1Br)c1cccc(NC(=O)c2ccc(F)cc2)c1,-232.8,-192.5,-31.8,-24.3,52.9*,-49.7,-131.0,11.1,-22.1,-73.8,-3.0
Cc1ccc(C2/C(=C(/O)c3ccc4c(c3)CC(C)O4)C(=O)C(=O)N2CCCn2ccnc2)cc1 (stereo not given),7.3,-12.4,1.2,5.3,-9.3,-19.6,-45.0,-6.5,16.9,1.5,2.8
COc1cccc(N(C(=O)CNC(=O)c2ccco2)C(C(=O)NC2CCCC2)c2cccnc2)c1 (stereo not given),20.9,9.0,5.6,11.7,-10.0,17.7,-5.4,1.6,3.1,-2.2,1.7
CC(C)Cn1c(N)c(C(=O)COC(=O)c2c(F)cccc2F)c(=O)n(C)c1=O,12.5,10.8,-15.4,0.4,6.2,28.6,-5.2,0.8,-1.2,4.7,5.4
O=C(NCC1CC1)c1cc(-c2ccccc2)nn1CC1CC(c2cccc([N+](=O)[O-])c2)=NO1 (stereo not given),-8.5,21.8,-18.1,14.9,-5.0,-6.1,4.2,-10.1,-8.3,6.7,6.2
COc1ccccc1N1CCN(c2ccc([N+](=O)[O-])nc2)CC1,-40.9,-25.2,0.9,10.8,-3.5,4.5,-11.9,17.6,-25.0,-12.3,-1.0
O=C(CCC(=O)N1CCOc2ccccc21)N1CCCCC1,-3.1,-4.1,0.1,1.4,-5.5,-3.5,-0.3,1.8,15.8,·,6.8
COc1ccc(OC)c(S(=O)(=O)NCCc2cn3ccsc3n2)c1,1.1,7.5,-11.7,1.4,2.5,-8.6,6.4,10.3,-24.6,·,0.4
c1cc2[nH]snc2c2nc(C3CC3)nc12,-51.9,-49.5,61.8*,-3.0,-3.0,39.8,-1.8,0.1,74.2*,-1.5,2.7
Cc1ccc(S(=O)(=O)N2CCCOC2)cc1,2.5,-5.3,-8.8,-14.7,0.9,-5.5,-23.9,-0.3,2.7,6.2,2.5
Cc1ccc2c(c1)N(CC(=O)NC1CCCCC1C)C(=O)CO2 (stereo not given),13.5,8.4,-21.9,6.6,12.4,-11.6,0.3,9.7,-9.7,5.2,-1.4
CCOc1cccc2c1OC1(C)CC2NC(=O)N1c1cccc(C(=O)NCc2ccccn2)c1 (stereo not given),-0.5,12.0,0.4,-1.8,-12.2,-1.2,-10.6,26.2,-18.8,5.3,-2.7
C=CCNC(=S)Nc1nc2c(cc1C(=O)OCC)COC(C)(C)C2,-64.7,-7.7,2.3,-18.7,8.4,-2.5,8.9,5.1,0.6,-5.0,-1.1
O=c1[nH]cnc2ccsc12,14.1,22.4,-15.6,-4.5,-2.5,19.3,-13.9,-5.4,8.2,3.3,1.6
Cc1cc(Cn2nc(-c3ccccc3C)cc2C(=O)O)on1,2.3,4.0,-11.3,-16.6,-11.1,-3.9,-0.4,-16.7,-12.7,4.7,0.8
O=c1oc(/C=C/c2ccccc2)nc2ccccc12,-104.4,-121.5,55.3*,-43.7,77.8*,8.7,-111.0,-4.8,2.7,-14.4,·
COc1ccc(Cn2c(=O)sc3ccccc3c2=O)cc1,-2.6,-10.4,-7.6,-35.1,4.7,-49.2,-14.6,1.2,4.1,-2.8,·
CCN1CCN(c2ccc(S(=O)(=O)N3CCCCC3)cc2NC(=O)/C=C/c2cc(OC)ccc2OC)CC1,2.8,101.2*,2.4,39.7,48.4,10.2,-20.6,-9.4,-4.1,23.9,1.0
Cc1ccc(NC(=O)Nc2c(Cl)cccc2Cl)cn1,-23.9,38.9,15.7,17.9,-16.1,-68.8,-27.7,3.0,-8.9,-4.6,0.5
O=C(CSc1ccccc1)Nc1cccc(S(=O)(=O)N2CCCC2)c1,1.4,0.4,4.2,-29.3,-6.0,1.8,-5.3,6.9,3.9,-6.2,1.2
CC(=O)c1ccc(-c2nnc(CCC(=O)N(C)Cc3cccc4cnccc34)o2)s1,3.4,-57.6,-8.7,7.2,-2.6,22.1,-4.8,11.7,-27.5,0.4,4.0
CC(CCc1ccc(O)cc1)NCCc1ccc(O)c(O)c1 (stereo not given),-8.8,-2.0,-34.6,-23.6,3.6,10.6,7.0,3.5,5.1,-7.8,2.8
O=C(COc1ccccc1Br)N1CCN(C(=O)c2ccco2)CC1,13.3,-1.1,12.9,3.8,-4.0,20.9,-20.5,-5.8,1.1,5.1,-0.7
Cc1ccc(S(=O)(=O)N2CC3(O)CN(C(=O)OC(C)C)N(C(=O)OC(C)C)CC3(OC(=O)NC3CC3)C2)cc1 (stereo not given),11.1,·,7.3,·,4.5,9.8,4.1,·,·,·,·
CCc1ccc(NC(=O)c2cc(C)nn2-c2ccccc2)cc1,-45.5,-2.8,2.1,-2.0,-1.5,7.8,-24.8,-3.9,-5.7,-11.7,-0.2
COc1ccccc1CNc1nc(Nc2ccccc2OC)c2sccc2n1,0.2,24.4,22.2,29.7,9.3,20.8,56.6,-2.4,14.2,·,·
Cc1nnc(NC(=O)C2(c3ccccc3)CCOCC2)s1,-9.7,9.1,-7.1,16.2,1.9,3.4,4.6,1.1,10.1,-1.2,2.8
CCCOC(=O)Nc1cc(OC)c(Cl)cc1OC,-5.2,11.0,-7.1,0.9,-12.2,-1.9,-22.5,5.6,-20.7,8.6,3.1
CCC(CO)NCCNC(CC)CO (stereo not given),7.7,3.9,5.1,17.2,-5.9,4.2,-4.9,17.1,-24.3,-0.9,-1.0
NC(=O)CSc1nnc(-c2cccc(S(=O)(=O)N3CCOCC3)c2)n1C1CCCCCC1,12.4,20.4,23.0,6.2,-10.7,5.7,-24.6,4.0,-2.0,-1.8,-1.1
CC1(C(=O)NS(=O)(=O)c2ccc(Cl)cc2)CCN1C(=O)CCc1cccs1 (stereo not given),0.6,-3.5,-0.8,-9.7,-8.7,-0.3,12.9,-3.0,0.8,·,·
Cn1nc2c(c1C(=O)O)CCCC2,7.2,5.4,-13.8,-10.8,-2.4,-6.7,-23.2,2.8,-0.5,4.0,4.0
COc1ccc(S(=O)(=O)NCCc2csc(-c3cccnc3)n2)cc1,6.1,-0.4,-3.4,-14.0,8.7,11.4,-31.2,-5.6,-2.1,-7.8,0.4
O=C(CCCn1cnc([N+](=O)[O-])n1)Nc1cccc2ccccc12,18.1,18.7,4.1,5.0,-2.4,-7.2,-13.6,-13.2,10.7,16.4,-1.2
Cc1ccc2nc(-c3ccc(NC(=S)NC(=O)C(C)C)cc3)sc2c1,-290.9,-328.8,-9.5,-56.0,42.5,-21.3,-129.5,17.7,-14.9,-101.0,0.9
CCn1c(=O)c(=O)n(CC)c2cc(S(=O)(=O)Nc3cc(C)ccc3C)ccc21,18.4,2.9,7.4,4.9,19.6,8.4,-20.5,-5.0,2.4,-3.6,0.0
NC(=O)c1cccc(-c2ccnc3c2CC(C(=O)NCc2cccc(Cl)c2)O3)c1 (stereo not given),-3.8,4.6,-6.3,20.2,26.9,5.1,-22.0,5.3,-13.0,·,·
O=C(Nc1nnc(-c2ccncc2)s1)Nc1ccccc1F,-161.3,-139.7,18.4,-9.2,-18.7,-27.9,-14.0,7.7,24.9,-13.4,-2.1

# High-throughput results from PubChem BioAssay.
